# Bioassay records from PubChem.
# Ecoli tolC = blocks growth of E. coli BW25113 tolC mutant; 65,000 tested, 2.2% active; AID 573; OD615; growth inhibition, % at 10 µM (by protocol);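 active = growth inhibition at or above a cutoff equal to the mean over every tested compound plus 3 SD, cut at about 60% in these data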;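 note: growth measured after 20 h incubation at 37 °C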
#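 Material: E. coli BW25113 ΔtolC::kan, tolC deletion mutant strain. Measure: percent growth inhibition. Schedule: 37 °C, 20 h exposure. Doses: single-point testing at 10 µM. Signal: A615 absorbance measurement. Buffer or medium: kanamycin-containing LB broth (50 µg/mL).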
# RORa activator = activates the human nuclear receptor RORA. P35398. AID 560. CHO-K1 Gal4-RORA LBD luciferase reporter, luminescence; percent increase over mock-subtracted basal signal. 65,000 tested, 1.5% active. activation, % at 10 µM;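 active = activation above the mean of all tested compounds plus 3 SD, cut at about 49% in these data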;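 note: 0% = DMSO-treated RORA cells and 100% = added signal equal to DMSO minus mock-transfected cells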
# TNAP act DEA = activators of human TNAP at intermediate phosphate acceptor | activation factor at 20 µM | purified TNAP, CDP-star luminescence, 100 mM DEA, 30 min; hits give high values; scale: 0 levamisole-inhibited, 1 vehicle-only enzyme | 64,000 tested, under 10 active | P05186;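 active = activation factor of at least 2 at 20 µM, relative to controls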
# Fluor 339 460 = intrinsic fluorescence of library compounds, ex339/em460 – biochemical, MLSMR library, data from DPM-DC assay, artefact control, profiling panel; fluorescence fold increase at 10 µM; 65,000 tested, 5.5% active; compound autofluorescence, ex339/em460 nm, NADH buffer; hits give high values; 1 = no-compound wells, NADH background;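 active = at 10 µM, mean starting fluorescence two-fold or more over control wells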;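 note: signal is the first read of a kinetic run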
# Ec RNAP inh = inhibitors of Escherichia coli RNA polymerase; E. coli RNA polymerase, fluorescence transcription assay; inhibition, %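 (tested at 10 µM)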; 62,000 tested, 0.2% active; in the data active = inhibition above about 20%;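 note: 0% = enzyme without compound and 100% = no enzyme blank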
# SF1 activator = SF-1 (human) activation; Q13285; CHO-K1 Gal4-SF-1 LBD luciferase reporter; % increase over DMSO SF-1-specific signal; activation, % at 10 µM; 65,000 tested, 1.9% active; AID 522;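 active = activation above the mean activation of all tested compounds plus 3 SD, cut at about 50% in these data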
# Target sequence (Q13285 whole entry, looked up, the tested form may be a part): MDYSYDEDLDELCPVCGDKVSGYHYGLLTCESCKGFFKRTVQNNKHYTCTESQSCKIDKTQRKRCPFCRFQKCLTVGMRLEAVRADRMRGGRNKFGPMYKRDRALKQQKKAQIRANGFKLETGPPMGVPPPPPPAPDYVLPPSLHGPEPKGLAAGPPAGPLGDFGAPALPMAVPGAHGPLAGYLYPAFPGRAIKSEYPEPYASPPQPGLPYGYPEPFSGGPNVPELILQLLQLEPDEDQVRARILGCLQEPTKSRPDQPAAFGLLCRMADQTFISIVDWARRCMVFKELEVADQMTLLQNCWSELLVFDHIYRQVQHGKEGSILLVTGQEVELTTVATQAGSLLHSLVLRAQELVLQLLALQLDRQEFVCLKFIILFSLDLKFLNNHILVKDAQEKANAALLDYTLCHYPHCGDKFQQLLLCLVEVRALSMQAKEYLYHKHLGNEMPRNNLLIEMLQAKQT
#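 Assay system: CHO-K1 cells co-transfected with Gal4 DBD–human SF-1 LBD, 5xGal4 luciferase reporter / Input: 4,000 cells per well / Incubation: 20 h compound exposure at 37 °C after 1 h cell settling / Detection: SteadyLite luciferase luminescence / Control set: DMSO negative control and −SF1 background wells / Replication: one test per compound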
# NADH coupling = inhibition of NAD/NADH coupling enzymes, library profiling. coupled PK/LDH NADH assays, four targets. 65,000 tested, 0.02% active. IC50, µM (top dose mostly 10 µM), for the others: at the top dose inhibition;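 active = single-dose screening hits from any of four coupled enzyme assays that gave an IC50 when retested across doses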;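 note: the DPM-DC format reads NADH fluorescence rather than 340 nm absorbance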
# M1 agonist = M1 muscarinic receptor agonism | CHO-M1 cells, Fluo-4 calcium fluorescence, agonist mode; hits give high values | B-score at 10 µM | 64,000 tested, 3% active | AID 626;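 active = fluorescence rise, raw or as B-score row- and column-corrected plate score, outside the 99.7% band of its plate's samples, either direction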
# M1 antag = M1 muscarinic receptor (rat) antagonism; P08482; CHO-M1 cells, Fluo-4 calcium, ACh EC80 antagonist mode; hits give low values; B-score at 10 µM; 64,000 tested, 3.4% active; AID 628;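 active = calcium fluorescence response, raw or row-and-column corrected B-score, differing from the plate sample mean either way at a set confidence level, mostly lower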
# Target sequence (P08482 whole entry, looked up): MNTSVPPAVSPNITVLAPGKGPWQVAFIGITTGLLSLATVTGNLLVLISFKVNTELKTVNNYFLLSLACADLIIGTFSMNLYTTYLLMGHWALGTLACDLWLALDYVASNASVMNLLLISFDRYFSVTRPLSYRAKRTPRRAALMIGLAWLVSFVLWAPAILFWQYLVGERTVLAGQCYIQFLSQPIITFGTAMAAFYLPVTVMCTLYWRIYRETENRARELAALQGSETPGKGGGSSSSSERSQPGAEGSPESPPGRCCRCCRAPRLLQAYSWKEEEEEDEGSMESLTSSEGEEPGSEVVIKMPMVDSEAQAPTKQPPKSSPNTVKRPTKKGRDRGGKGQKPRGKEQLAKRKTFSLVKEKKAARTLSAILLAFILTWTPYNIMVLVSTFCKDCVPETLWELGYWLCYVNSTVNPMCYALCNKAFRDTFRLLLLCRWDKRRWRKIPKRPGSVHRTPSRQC
# Active calls of the source: *; · = not tested or not shown; [ ] = another dose, or the depositor's remark.
SMILES,Ecoli tolC,RORa activator,TNAP act DEA,Fluor 339 460,Ec RNAP inh,SF1 activator,NADH coupling,M1 agonist,M1 antag
CC(=O)N1CCN(c2ccccc2NC(=O)c2cc(Br)ccc2Cl)CC1,7,-4,1,1.1,10,-4,5%,-0.1,-0.069
O=C1N(Cc2ccc3c(c2)OCO3)c2ccccc2C1(O)c1c[nH]c2ccccc12 (stereo not drawn),38,5,0.9,1.1,9,17,5%,0.0039,0.25
CC12CCC(C(=O)N3CCN(c4ccccc4)CC3)(CC1=O)C2(C)C (stereo not drawn),1,9,0.9,1.1,6,2,6%,-0.45,-0.32
O=C(OC1CCOC1=O)c1cncc(Br)c1 (stereo not drawn),-21,-4,1,1.1,4,8,5%,0.41,-1.5
COCCCNc1nc2c(c(=O)[nH]c(=O)n2C)n1CC(O)COc1ccccc1 (stereo not drawn),17,-7,0.9,1.1,·,-6,9%,1,-0.094
Cc1nnc(SCCn2c(N3CCCCC3)nc3c2c(=O)n(C)c(=O)n3C)s1,-7,-6,·,1.1,·,2,7%,-0.054,0.018
CC1CC(C)CN(C(=O)COC(=O)c2cc3ccccc3cc2O)C1 (stereo not drawn),46,21,0.9,1.3,2,1,2%,-0.18,0.01
COCCOC(=O)c1c(C)oc2ccc(OCc3cc(C(=O)OC)oc3C)cc12,43,0,0.9,1.1,2,-12,17%,0.35,0.085
Cc1onc(-c2ccccc2)c1C(=O)NC(C)C,-3,13,0.9,1.1,3,7,5%,-0.95,0.046
CCC(C)(C(=O)NC1CCCC1)N(C(=O)CNC(C)=O)c1ccc(C)cc1 (stereo not drawn),-15,-19,1.1,1.2,2,10,3%,0.041,0.089
COC(=O)NC1(C(F)(F)F)C(=O)NC(C)=C1C(=O)OC (stereo not drawn),-10,-2,1,1.1,4,-18,1%,0.069,-0.28
CCC(c1nnnn1Cc1ccco1)N(CCN1CCOCC1)Cc1cc2cc(C)ccc2[nH]c1=O (stereo not drawn),-2,1,1,1.2,-3,8,5%,0.22,-0.75

# Exported with two lines to a compound: entries from further up
# Values run as follows: Ecoli tolC, RORa activator, TNAP act DEA, Fluor 339 460, Ec RNAP inh, SF1 activator, NADH coupling, M1 agonist, M1 antag
O=C1N(Cc2ccc3c(c2)OCO3)c2ccccc2C1(O)c1c[nH]c2ccccc12 (stereo not drawn)
  38, 5, 0.9, 1.1, 9, 17, 5%, 0.0039, 0.25
CC12CCC(C(=O)N3CCN(c4ccccc4)CC3)(CC1=O)C2(C)C (stereo not drawn)
  1, 9, 0.9, 1.1, 6, 2, 6%, -0.45, -0.32
O=C(OC1CCOC1=O)c1cncc(Br)c1 (stereo not drawn)
  -21, -4, 1, 1.1, 4, 8, 5%, 0.41, -1.5
COCCCNc1nc2c(c(=O)[nH]c(=O)n2C)n1CC(O)COc1ccccc1 (stereo not drawn)
  17, -7, 0.9, 1.1, ·, -6, 9%, 1, -0.094
Cc1nnc(SCCn2c(N3CCCCC3)nc3c2c(=O)n(C)c(=O)n3C)s1
  -7, -6, ·, 1.1, ·, 2, 7%, -0.054, 0.018
CC1CC(C)CN(C(=O)COC(=O)c2cc3ccccc3cc2O)C1 (stereo not drawn)
  46, 21, 0.9, 1.3, 2, 1, 2%, -0.18, 0.01
COCCOC(=O)c1c(C)oc2ccc(OCc3cc(C(=O)OC)oc3C)cc12
  43, 0, 0.9, 1.1, 2, -12, 17%, 0.35, 0.085
Cc1onc(-c2ccccc2)c1C(=O)NC(C)C
  -3, 13, 0.9, 1.1, 3, 7, 5%, -0.95, 0.046
CCC(C)(C(=O)NC1CCCC1)N(C(=O)CNC(C)=O)c1ccc(C)cc1 (stereo not drawn)
  -15, -19, 1.1, 1.2, 2, 10, 3%, 0.041, 0.089
COC(=O)NC1(C(F)(F)F)C(=O)NC(C)=C1C(=O)OC (stereo not drawn)
  -10, -2, 1, 1.1, 4, -18, 1%, 0.069, -0.28
CCC(c1nnnn1Cc1ccco1)N(CCN1CCOCC1)Cc1cc2cc(C)ccc2[nH]c1=O (stereo not drawn)
  -2, 1, 1, 1.2, -3, 8, 5%, 0.22, -0.75

# Next compounds follow:
SMILES,Ecoli tolC,RORa activator,TNAP act DEA,Fluor 339 460,Ec RNAP inh,SF1 activator,NADH coupling,M1 agonist,M1 antag
COc1ccc(N2C(=O)C3CCCN3C2c2cccs2)cc1 (stereo not drawn),-9,-9,0.9,1.1,3,2,4%,-0.41,0.59
O=C(C1CCN(S(=O)(=O)c2cccc3nsnc23)CC1)N1CCn2c1nc1ccccc12,13,11,0.9,1.1,0,-6,6%,0.48,1.5
c1ccc2[nH]c(SN3CCOCC3)nc2c1,-25,0,1,1.1,7,-10,26%,-0.6,0.04
Cc1c(C(=O)COC(C)(C)C)[nH]c2ccccc12,2,18,0.9,1,9,27,4%,-0.25,-1.3
O=C(Cn1cnc2c(cnn2-c2ccccc2)c1=O)NCc1ccccc1,-6,35,1,1.1,-3,70*,1%,0.35,0.8
Cc1ccc2ccccc2c1COC(=O)c1nonc1N,-7,-11,0.9,1.1,6,1,0%,0.24,0
Cc1ccc2c(c1)nnn2C1CCN(C(=O)c2cccs2)CC1,5,6,0.9,1.1,-12,1,7%,·,·
O=C(O)CN1CCN(Cc2ccccc2)C1=O,-12,-13,0.9,1.1,6,2,8%,0.2,0.36
Cc1ccc2c(c1)N(CCC(=O)NCc1ccco1)C(=O)CO2,-12,-20,1,1.1,0,-6,6%,-0.18,-0.029
CCOC(=O)c1ccc(N=CC2=C(O)CC(C)(C)CC2=O)cc1,-8,-5,0.9,1,7,1,3%,-2,-0.33
O=C1C2=C(c3ccccc31)[N+](=O)[C@@H]1CCCC[C@@H]1N2[O-],-5,5,0.9,1,8,3,6%,0.53,-0.43
CN1CCN(C(=O)c2ccc3c(=O)n(Cc4ccc(Cl)cc4)c(=S)[nH]c3c2)CC1,1,-4,0.9,1.1,7,5,7%,0.33,0.91
CCOC(=O)Cn1c(=O)oc2cc(S(=O)(=O)Nc3ccc(F)cc3)ccc21,13,15,1.1,1.1,3,0,1%,3.8*,-1.1
O=C(O)CCC1COc2ccccc2O1 (stereo not drawn),-9,-2,1,1.2,2,1,5%,0.26,0.93
c1nc2nc3c(c(N4CCOCC4)n2n1)CCCC3,-7,0,0.9,1.1,3,-14,5%,0.95,-0.42
O=C(COc1nnc2ccccn12)N1CCN(S(=O)(=O)c2ccccc2)CC1,14,-5,0.9,3.4*,9,-2,4%[fluoresces],0.24,0.45
CCCOC(=O)C1=C(C)NC2=C(C(=O)CCC2)C1c1cccc(OC)c1OC (stereo not drawn),5,-10,0.9,2.2*,·,-3,3%[fluoresces],0.036,0.54
COCc1nnc(NC(=O)c2ccc(S(=O)(=O)N3CCCCCC3)cc2)o1,74*,-3,0.9,1.1,7,-10,6%,-0.4,0.35
CC1CN(C(=O)CN2C(=O)NC3(CCCCCCC3)C2=O)CC(C)O1 (stereo not drawn),-3,-7,0.9,1,2,-6,8%,-0.6,0.15
Cn1c(=O)oc2cc(S(=O)(=O)NC3CCN(Cc4ccccc4)CC3)ccc21,-7,8,0.9,1,11,7,3%,1,0.0023
CCOc1ccc(N(Cc2cc3cc(OC)ccc3[nH]c2=O)C(=O)C2CCCO2)cc1 (stereo not drawn),12,18,0.9,3*,-10,2,8%,-0.056,-0.41
CCOc1ccc2[nH]c(=O)c(CN(Cc3nnnn3CCc3ccccc3)CC3CCCO3)cc2c1 (stereo not drawn),0,3,0.9,1.8,0,14,4%,2,-0.77
N#Cc1nc(-c2ccccc2Cl)oc1NCc1ccco1,41,8,0.8,1.3,3,-6,3%,0.0085,0.88
CCOC(=O)C1=C(C)N=C2SC(C)C(=O)N2C1c1ccc(OC(C)=O)c(OC)c1 (stereo not drawn),6,-14,0.9,1,4,-4,4%,-0.075,0.083
COC(=O)C1(C)NC(c2cccs2)C2C(=O)N(c3ccccc3F)C(=O)C21 (stereo not drawn),-6,14,0.9,0.98,-8,5,2%,0.23,0.015
O=C(O)C1C2CCC(C2)C1C(=O)NCCCn1ccnc1 (stereo not drawn),-13,10,0.9,1,-4,4,5%,0.78,-0.44
CCCCCCC(=O)N(O)C1CC(=O)N(c2ccccc2)C1=O (stereo not drawn),-22,19,1,1.1,4,8,2%,-0.17,0.012
CCOc1ccc(C(=O)Nc2ccc(S(=O)(=O)N3CCOCC3)cc2)cc1OCC,3,-2,1,1,3,8,8%,-0.79,0.0098
COCCNC(=O)COc1ccc(Nc2ccccc2)cc1,-2,-13,0.9,1.1,0,6,6%,-1.4,-0.78
Cc1ccc(Oc2cc(C)nc(-c3ccccc3O)n2)cc1,46,-8,0.8,1.1,7,14,6%,-2.3,-0.13
O=C(C1CCC1)N1CCc2cc(S(=O)(=O)Nc3ccc4c(c3)OCO4)ccc21,-12,3,0.9,1,10,-23,5%,-0.046,0.56
COc1ccc(C)cc1NC(=O)CSc1nnc(COc2ccccc2)n1Cc1ccco1,76*,-20,0.9,1,·,9,5%,-1.2,-1.5
CN1C(=O)NC2C1N(S(C)(=O)=O)CCN2S(C)(=O)=O (stereo not drawn),-18,0,1,1.1,10,1,3%,-0.34,-0.26
COc1ccc(O)c(-c2[nH]ncc2C(=O)c2ccccc2C)c1,3,-17,1.1,1.1,7,-4,4%,0.67,0.72
CCOC(=O)c1c(C)c(C(=O)N2CCCCCC2)c(C)n1CC,2,0,1,1.1,2,-16,3%,-0.66,0.46
O=C(NCCN1CCOCC1)NC1(C(F)(F)F)Oc2ccc(Cl)cc2O1 (stereo not drawn),-7,-18,0.9,1,12,-29,2%,0.05,-1.8
CCOc1ccc2[nH]c(S(=O)(=O)CC)nc2c1Cl,-22,-6,1,1.1,1,9,6%,1.3,0.96
Cc1c(N=Cc2c(O)n(C3CCCCC3)c(=O)[nH]c2=O)c(=O)n(-c2ccccc2)n1C,9,-12,0.8,1,-1,0,0%,0.092,-0.46
Cc1ccc(-c2ccc(CCC(=O)O)n2NC(=O)c2cccs2)cc1,10,-19,0.9,1.2,5,9,6%,·,·
Cc1cc(C)n2nc(C(=O)OCC(=O)c3cc(C)n(C)c3C)nc2n1,-16,-5,1,0.99,-9,-15,7%,-0.98,-0.5
COc1ccc(C(=O)NCC(=O)OCC(=O)NC(=O)NC2CCCCC2)cc1OC,-13,-15,0.9,1.1,5,10,0%,1.9,0.94
OC1(c2ccc3c(c2)OCO3)CCN(Cc2ccccn2)CC1,-6,1,0.9,1.1,7,-13,5%,-0.51,-0.2
CC1CN=C(c2cccn2Cc2ccc(F)cc2Cl)O1 (stereo not drawn),2,-20,0.9,1.1,12,-7,6%,0.54,-0.16
CCCC(=O)Nc1ccc2c(c1)nc(CN1CCCCC1)n2C,-13,-14,0.9,1.2,12,-4,2%,0.17,-0.31
O=C(CSc1nc2ncccc2[nH]1)c1ccc(F)cc1,3,-5,0.5,1.1,3,25,3%,0.58,-0.017
Cc1cc(Nc2cc(F)ccc2C)n2nc(C)nc2n1,-9,16,1,1,4,7,6%,0.028,0.049
CCOc1cccc2cc(C(=O)N3CCc4ccccc43)c(=O)oc12,-6,-10,0.9,1.1,3,1,9%,-2,0.32
